Compound activity (PubChem)
MT stabilize HCS – microtubule stabilizers in HeLa cells; % tubulin-high responders, % at 10 µM; AID 2205; HeLa tubulin immunostaining HCS, 24 h; share of cells brighter than vehicle mean+2SD; hit rate 0.83% among 200,000;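 active = plate Z-score above 3 for both tubulin-high and condensed-nucleus cell shares, with cell loss under 80%, at 10 µM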;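 note: anti alpha tubulin signal scored within the nucleus-defined area of each cell; some results filed as inactive read as strong as hits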
Autophagy mod – modulators of autophagy. MEF GFP-LC3 puncta imaging; test concentration mostly 10 µM. hit rate 0.98% among 190,000. calls only at 10 µM (by protocol). AID 463193;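 active = percentage of spot-positive cells more than 3 SD above its plate mean, without a fluorescence outlier flag or 80% toxicity; inconclusive = no clear call, values can overlap the other calls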;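 note: spot-positive cell cutoff set from DMSO-treated cells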
HIV fusion peptide – inhibitors of HIV fusion peptide binding, primary screen, biochemical, uHTS, fluorescence dequenching (AID 1986) | cell-free peptide binding, fluorescence dequenching, 30 min; higher % means a stronger effect | inhibition, % at 20 µM, or IC50 in µM where a hit was titrated | hit rate 0.3% among 290,000; in the data active = inhibition mostly above about 52%, no sharp cut-off; inactive = mostly below about 76%; note: some results filed as inactive read as strong as hits
Yfh1-off respiration – enhancers of respiration in Yfh1-depleted yeast, dose response, Friedreich's ataxia, plus single-dose screen (AID 1465); hit rate 0.074% among 220,000; fold induction at 50 µM; hits with a dose series show EC50 in µM; S. cerevisiae Yfh1-off respiration, WST-1 reduction, 72 h; higher fold induction means a stronger effect;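 active = fold induction of absorbance versus untreated yeast above a set limit, then at least 30% activation at any dose in follow-up; inconclusive = repeats straddling the limit, or above it without dose testing; inactive = fold induction below the set limit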;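 note: activators that raise dye reduction in frataxin-depleted yeast; strong numbers were not always called active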
WT yeast gro inh – growth inhibition of WT yeast, mitochondrial fusion screen | mitochondrial fusion phenotypic screen, WT strain | inhibition, % at 10 µM | hit rate 2.1% among 190,000 | AID 1362; in the data active = inhibition above about 58%; tested in S. cerevisiae
b-catenin transl – alters nuclear translocation of beta-catenin in HeLa cells | immunofluorescence imaging | nuclear translocation activity, % at 5 µM | hit rate 0.3% among 190,000;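 active = nuclear translocation activity above 50% at 5 µM, with a well cell count of 50 or more; inconclusive = wells under 50 cells across six images, flagged as toxic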;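 note: per-cell ratio of nuclear to cytoplasmic median beta-catenin stain intensity; plate controls were DMSO negative control for no effect and GSK-3 inhibitor IX positive control for full effect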
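System: Human HeLa cells, endogenous beta-catenin | Compound dosing: 5 µM primary, 0.02–20 µM confirmation | Timing: 24 h compound exposure at 37°C, 5% CO2 | Measured by: Fluorescence imaging of beta-catenin antibody stain plus DAPI | Read-out basis: % activation of per-cell nuclear versus cytoplasmic median beta-catenin signal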
Dynein cargo inh – dynein cargo transport inhibition. 3617.4 mouse cells, GR-EGFP nuclear translocation imaging; test concentration mostly 20 µM; stimulated with dexamethasone, 1 µM; hits give low values. z-score, hits read low. hit rate 0.47% among 220,000. AID 1381;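 active = plate z-score of nuclear minus cytoplasmic receptor signal below a set negative limit, without overly bright fluorescence or cell loss, cut at about -3.5 in these data, passing the limit was not always enough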;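 note: z-score of nuclear minus cytoplasmic ring GR-EGFP intensity difference per well; some compounds called inactive have numbers as strong as hits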
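Buffer or medium – tet-free medium with charcoal-stripped serum · Signal – automated 10x imaging of fixed Hoechst-stained cells · Also added – dexamethasone agonist, 1.0 µM final, for 30 min · Incubation – induction 48 h, compound 1 h, agonist 30 min · Read-out – GR-EGFP nuclear translocation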
AID2073 – inhibitors of Mint1-CaV2.2 protein interaction, biochemical, HTRF (AID 2073); HTRF protein-protein interaction, Mint1-CaV2.2; higher % means a stronger effect; inhibition, % at 20 µM, or IC50 in µM where a hit was titrated; hit rate 0.19% among 290,000; in the data active = inhibition mostly above about 51%, no sharp cut-off; inconclusive = no clear call, values can overlap the other calls; inactive = mostly below about 53%; note: some results filed as inactive read as strong as hits
Ins promoter up – MIN6 insulin promoter up-regulation | MIN6 insulin promoter-GFP reporter, high-content imaging; hits give high values | z-score at 5 µM | hit rate 0.3% among 190,000;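 active = z-score above 3 at 5 µM with at least 500 cells counted in the well; inconclusive = wells under 500 cells, flagged as cytotoxic or low count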
WT yeast gro inh mutant strain – further read-out of WT yeast gro inh, marked with its call; inhibition, %; mitochondrial fusion phenotypic screen, mutant strain inhibition
Dynein cargo inh cytoplasmic EGFP – further read-out of Dynein cargo inh, marked with its call; z-score; measured here: cytoplasmic GR-EGFP intensity; hits give high values
Dynein cargo inh nuclear GR-EGFP – second read-out of Dynein cargo inh, no call of its own (marks repeat the call); z-score; measured here: nuclear GR-EGFP intensity;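 lower value marks the stronger effect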
Dynein cargo inh cell count – further read-out of Dynein cargo inh, marked with its call; z-score; measured here: cell count per field
Ins promoter up cell count – also measured in Ins promoter up; calls as there; cell count; measured here: cytotoxicity, nuclei count;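 total cells summed across four imaged fields per well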
b-catenin transl cell count 5 µM – also measured in b-catenin transl; calls as there; cell count; measured here: cell count, cytotoxicity flag
MT stabilize HCS Hoechst-high % – second read-out of MT stabilize HCS, no call of its own (marks repeat the call); % Hoechst-high responders; measured here: nuclear condensation Hoechst responders;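 share of cells brighter than vehicle mean plus two SD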
MT stabilize HCS cytotoxicity % – second read-out of MT stabilize HCS, no call of its own (marks repeat the call); toxicity, %; measured here: cytotoxicity by cell density;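 0% = mean cell density of plate MIN control wells and 100% = no cells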
Autophagy mod cell loss 18 h – second read-out of Autophagy mod, no call of its own (marks repeat the call); toxicity, %; measured here: cell loss, nuclei count;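 cell loss after 18 h compound exposure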
* marks the source's active call; other numbers are inactive results; i = inactive; u = inconclusive; x = no result given; + = active, no number.

item	SMILES	MT stabilize HCS Hoechst-high %	Ins promoter up	Dynein cargo inh nuclear GR-EGFP	b-catenin transl	Ins promoter up cell count	b-catenin transl cell count 5 µM	Dynein cargo inh cell count	MT stabilize HCS cytotoxicity %	HIV fusion peptide	Autophagy mod	AID2073	WT yeast gro inh mutant strain	Autophagy mod cell loss 18 h	Dynein cargo inh	Dynein cargo inh cytoplasmic EGFP	MT stabilize HCS	Yfh1-off respiration	WT yeast gro inh
1	CC1Cc2ccccc2N1C(=O)c1cnc2n(c1=O)CCS2 (stereo not drawn)	5.3	-0.22	1.2	x	922	x	-0.91	8.2	-0.1%	i	-10%	1	0	1.4	-0.062	1.9	i	2
2	Cn1c(SCC(=O)Nc2ccc3c(c2)oc2ccccc23)nnc1-c1ccccc1	2.4	-0.2	-0.28	-1.0	1320	1098	0.22	4.4	-1.1%	i	19%	26	9	-0.96	-0.23	1.6	i	23
3	CC(=O)Nc1cc(-c2nn(C)c(=O)c3ccccc23)ccc1N1CCCCC1	1.4	-0.52	-0.58	-0.1	859	1183	0.77	11	1.9%	i	5%	7	-11	-0.99	-0.12	1.8	i	3
4	Cc1cc(NC(=O)CSc2nc3ccccc3n2CCC#N)no1	2.1	0.05	0.28	-1.6	1216	1121	0.36	5.0	0.7%	i	u	4	10	-0.0072	0.048	2.4	i	9
5	O=C(CSc1nc2cc3c(cc2c(=O)n1CCC1=CCCCC1)OCO3)NCc1ccco1	1.2	-0.14	-0.069	8.4	1602	1375	0.78	5.0	-0.4%	i	5%	15	1	0.41	-0.21	2.1	x	9
6	CCCS(=O)(=O)N1CCCC(C(=O)NCCCOCC)C1 (stereo not drawn)	0.7	0.29	0.91	-1.2	1481	1314	-1.5	7.5	-3.4%	i	-13%	-15	-1	2.6	-0.022	2.6	i	7
7	CC(C)CCNC(=O)c1ccc2c(SCC(=O)O)c3c(nc2c1)CCC3	x	-0.74	0.71	0.2	1044	1350	-0.27	x	0.2%	x	-7%	x	x	0.3	-0.23	x	i	x
8	CC1CCN(C(=O)c2ccc(COc3ccccc3Cl)o2)CC1	3.5	-0.24	0.1	0.8	1523	1350	0.087	12	-0.4%	i	-2%	44	0	0.38	-0.45	4.1	i	48
9	COc1ccc2c(c1)c(=O)c(C(=O)O)c(-c1ccc3c(c1)OCO3)n2C	2.6	0.42	-0.76	x	1258	x	0.34	5.5	-0.1%	i	15%	15	-3	-0.9	-0.26	9.1	i	-7
10	CC(Oc1cccc(Cl)c1)C(=O)NCCCCc1ccccc1 (stereo not drawn)	1.9	-0.47	0.32	1.7	1463	1092	-0.69	3.5	3.1%	i	-3%	8	5	0.017	-0.21	1.3	i	35
11	Cc1ccc(/C=C/C(=O)O)cc1S(=O)(=O)NCCCO	1.8	0.11	-0.55	3.1	1737	1082	0.13	3.4	-0.7%	i	-2%	-6	11	-0.5	-0.21	3.0	i	-4
12	O=C(CN1C2CCC1CC(NC(=O)Nc1ccccc1)C2)NCc1ccco1 (stereo not drawn)	2.8	-0.09	0.48	0.6	1305	1198	0.4	8.2	3.1%	i	3%	-15	0	0.58	0.23	2.5	i	2
13	CCn1c(SCC(=O)Nc2nccs2)nnc1-c1ccc(C)cc1	1.7	-0.5	1.5	-0.8	983	1222	-3	2.3	3.0%	i	9%	-13	-1	1.7	-0.17	2.9	i	-17
14	O=C1c2ccccc2C(=O)N1CC(O)Cn1nnc2ccccc21 (stereo not drawn)	2.6	0.74	-0.1	-1.0	1836	1121	0.18	9.3	1.3%	i	4%	14	-3	-0.71	-0.25	2.5	i	9
15	COc1cccc(C(=O)NCCSc2c(C)[nH]c3ccccc23)c1OC	x	-0.82	0.36	0.7	1091	1328	0.17	x	-0.6%	x	18%	x	x	-0.21	-0.16	x	i	x
16	O=[N+]([O-])c1cc2c(c(CSc3nnc(Nc4ccccc4)s3)c1)OCOC2	1.7	x	0.83	1.5	x	1117	-0.0033	6.1	-0.2%	i	3%	-20	-9	0.18	-0.17	1.8	i	-3
17	C=CCn1c(CCNC(=O)c2cccs2)n[nH]c1=S	2.6	-0.18	0.56	-0.3	1140	444	-1.7	4.7	-1.0%	i	-24%	-14	4	0.71	-0.13	3.6	i	-2
18	O=C(CN1C(=O)C2(OCCCO2)c2ccccc21)NCCc1ccccc1	2.7	0.36	0.77	-0.9	1095	1208	0.48	8.8	-0.7%	i	-13%	5	10	-0.029	-0.2	4.4	i	3
19	CCO[C@H]1OC(C(=O)Nc2ccccc2)=C[C@@H](c2coc3ccccc3c2=O)[C@@H]1CCCO	1.7	0.07	-0.11	-1.7	1435	1121	0.29	7.5	0.5%	i	34%	6	0	-0.76	-0.21	2.9	i	9
20	O=C(CN1CCN(c2ccc([N+](=O)[O-])cc2)CC1)Nc1ccccn1	2.7	-0.47	-0.71	2.3	1107	461	0.58	8.2	0.1%	i	20%	17	7	-0.82	-0.29	2.5	i	3
21	CCOC(=O)c1sc(NC(=S)NC(=O)c2ccccc2)c(C(=O)OCC)c1C	2.4	-0.47	0.21	-1.8	1146	844	0.81	3.5	-0.8%	+	-1%	-1	22*	0.25	-0.21	6.0	i	4
22	CCOc1ccc(C(=O)N2CCN(c3ccccc3)CC2)cc1	2.1	-0.16	1.4	-0.3	1498	958	-1.8	3.3	-1.5%	i	-8%	0	0	1	0.28	2.2	i	39
23	CCOC(=O)Cc1csc(N/C(=N/S(=O)(=O)c2ccc(Cl)cc2)c2ccccc2)n1	3.0	0.14	0.5	1.5	1247	481	0.65	2.5	0.3%	i	0%	-11	11	0.73	-0.069	2.2	i	1
24	Cc1[nH]c(=O)[nH]c(=O)c1/C=N\NC(=O)CCc1ccc(OC(C)C)cc1	1.0	0.86	0.19	-2.8	1169	1020	-0.079	12	-0.6%	i	-6%	8	-1	0.23	-0.19	10	i	-2
25	CCOC(=O)CCCNc1ccc([N+](=O)[O-])cc1[N+](=O)[O-]	2.4	0.05	0.36	x	1505	x	0.5	13	1.5%	i	9%	1	-6	0.38	-0.16	3.9	i	-5
26	O=C(NCCN1C(=O)S/C(=C\c2cccnc2)C1=O)c1ccc(S(=O)(=O)N2CCCC2)cc1	x	0.27	0.66	-0.1	1051	1272	-0.64	x	0.2%	x	-7%	x	x	0.82	-0.76	x	i	x
27	CC(NCc1ccccc1Cl)C(=O)Nc1ccc(S(=O)(=O)N2CCCC2)cc1 (stereo not drawn)	1.8	0.65	-0.59	-3.6	1284	549	0.83	3.5	2.0%	i	2%	-20	-3	-0.47	-0.28	2.5	i	4
28	COc1ccc(OCCSc2nc(C)nc3ccccc23)cc1	2.4	0.24	-0.47	-2.7	1242	1086	0.23	5.0	1.4%	i	-3%	6	-6	-0.31	-0.21	1.5	i	-1
29	O=C(/C=C/c1ccccc1)NNC1=NS(=O)(=O)c2ccccc21	2.7	0.1	1.1	-2.1	1439	1018	-0.83	12	1.0%	i	1%	-9	-14	0.8	-0.22	2.8	i	3
30	C/C(=N/NC(=O)CNC(=O)c1cccnc1)c1cccc([N+](=O)[O-])c1	1.6	x	0.75	-3.8	x	578	-0.68	6.5	0.5%	i	-16%	-1	-43	1.1	-0.14	1.3	i	4
31	CC(C)CCC(CCN1CCOCC1)c1ccc2c(c1)OCO2 (stereo not drawn)	2.8	x	0.81	0.5	x	1021	0.011	6.1	-1.2%	i	-4%	4	18	0.56	-0.15	2.4	i	11
32	CN(CCO)c1cc(NCCCN2CCC(Cc3ccccc3)CC2)c2nonc2c1[N+](=O)[O-]	3.6	-0.04	-0.67	-1.2	1254	1140	1	10	-1.8%	i	21%	5	6	-1.3	-0.18	3.2	i	-2
